TGFb inhibitor – blocks TGF-b signaling. HepG2 CAGA-GFP TGF-b/SMAD3 reporter, GFP fluorescence, 18 h; TGF-beta stimulated, 500 pg/mL final. Potency, µM (series often up to 46.1 µM), without a hit: at the highest dose activity, negative = inhibition, usual class: inhibitors. 410,000 compounds, 1.2% hits; further: potency means the concentration at half of the fitted maximal effect; on the % scale 0 is the no-effect control and ±100 the full control effect; nearly all actives have a fitted effect of over 65% in size
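HEPG2 CAGA-GFP cells (1000/well, DMEM with 1% FBS) were pre-incubated 2 h at 37 degrees C, given compound by pin tool, then stimulated with TGF-beta at 500 pg/mL final for 18 h before per-cell GFP fluorescence imaging.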
ATXN2 expr inh – inhibitors of ATXN2 expression. HEK-293 ATXN2-luciferase reporter, luminescence, 24 h. Potency, µM (series often up to 57 µM), without a hit: at the top dose activity change, negative = inhibition, hits mostly inhibitors. 360,000 compounds, 0.72% hits; further: potency means the concentration at half of the fitted maximal effect; on the % scale 0 is the no-effect control and ±100 the full control effect; nearly all actives have a fitted effect of over 55% in size
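ATXN2-luciferase reporter cells (luciferase flanked by upstream and downstream ATXN2 gene portions) were treated 24 h at 37 °C with compounds at up to 57 uM. SteadyGlo luminescence gave expression; GF-AFC fluorescence gave viability.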
A549 viability – kills or reduces viability of A549 cells in Nrf2 counter-screen. A549 ARE-Fluc cells, CellTiter-Fluor viability, 18-24 h. Potency, µM (highest dose often 46 µM), for inactives: at the highest dose activity change, negative = cytotoxicity, actives largely listed as inhibitors. 390,000 compounds, 0.16% hits. AID 504648; further: potency means the concentration at half of the fitted maximal effect; on the % scale 0 is the no-effect control and ±100 the full control effect
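A549 ARE-Fluc cells in 5% FBS OPTI-MEM, 5000 cells/well, rested 2 h then exposed to compounds in concentration-response for 18-24 h at 37 °C. Viability by CellTiter-Fluor fluorescence (Ex 405/Em 525) after 30 min; luciferase luminescence (BugLite, 15 min, RT) read afterwards.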
ATXN viability – cell viability loss in ATXN counter-screen; S2 cells (HEK-293 line with an ATXN2-luciferase reporter) viability, CellTiter-Fluor protease fluorescence, 24 h; Potency, µM (doses to about 56.7 µM), actives largely listed as cytotoxic; 400,000 compounds, 0.49% hits; further: potency means the concentration at half of the fitted maximal effect; nearly all actives have a fitted effect of over 40% in size
HepG2 viability – counter-screen for TGF-b inhibitors: cytotoxicity in HepG2 cells. Potency, µM (series often up to 46.1 µM), inactives show at the top dose activity change, negative = cytotoxicity, actives largely listed as cytotoxic. 410,000 compounds, 0.76% hits. HepG2 CAGA-GFP viability, ATP luminescence, 18 h; further: potency means the concentration at half of the fitted maximal effect; some results filed as inactive show a strong effect at the top dose
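HepG2 CAGA-GFP cells (1000/well, DMEM with 1% FBS) received compound, then TGF-beta at 500 pg/mL final, and were incubated 18 hours at 37 degrees C. Viability was read by CellTiter-Glo luminescence. Media-only wells were set as complete cell-killing and DMSO as no toxicity.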
Nrf2 inh – blocks Nrf2 signaling. A549 ARE-Fluc reporter, luciferase luminescence, 18-24 h. Potency, µM (doses to about 46 µM), inactives show at the top dose activity change, negative = inhibition, actives largely listed as inhibitors. 360,000 compounds, 2.1% hits; further: potency means the concentration at half of the fitted maximal effect; on the % scale 0 is the no-effect control and ±100 the full control effect; nearly all actives have a fitted effect of over 60% in size
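In this cell-based qHTS, ARE-driven firefly luciferase in A549 cells reports Nrf2 activity; the luminescent signal after BugLite lysis is the measured value, with a prior CellTiter-Fluor read for cell health.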
IL1B secr inh – inflammasome signaling inhibition, IL-1 beta readout. 360,000 compounds, 4.7% hits. THP-1 LPS/ATP IL-1B secretion, AlphaLISA, 16 h; active compounds read low. activity change, % at 57.5 µM. AID 743279; in the data active means activity change below about -50%; inconclusive means mostly about -30% to -49%; further: on the % scale 0 is the no-effect control and ±100 the full control effect
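THP-1 cells pretreated 1 hr with compounds (up to 57.5 uM final), then stimulated with LPS (250 ng/mL final) plus ATP (1.25 mM final); secreted IL-1B measured by AlphaLISA after 16 hr, decreased signal indicating inhibition.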
Nrf2 ARE act – activators of Nrf2 (ARE) signaling; 410,000 compounds, 0.31% hits; AREc32 ARE-luciferase reporter (MCF7-derived line), luminescence, 24 h; Potency, µM (series often up to 46.1 µM), without a hit: top-dose activation, actives largely listed as activators; further: potency means the concentration at half of the fitted maximal effect; % of control where 0% means no effect; nearly all actives have a fitted effect of over 65% in size
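AREc32 cells carrying an ARE-driven firefly luciferase, 1000 cells/well in OPTI-MEM with 5% FBS, dosed after overnight attachment and incubated 24 hr at 37 deg C. Steady-Glo luminescence read after 30 min at RT.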
MCF10A rereplic – induces DNA re-replication in MCF 10a normal breast cells; MCF 10A DNA re-replication, Hoechst nuclear intensity, 48 h; Potency, µM (highest dose often 46.1 µM), without a hit: at the top dose activity, positive = re-replication, hits mostly activators; 350,000 compounds, 2.9% hits; AID 624296; further: potency means the concentration at half of the fitted maximal effect; % of control where 0% means no effect; nearly all actives have a fitted effect of over 50% in size
* = called active by the depositor; i = inactive; ? = inconclusive; . = not tested or not shown; & = joins results of further samples; [ ] = dose if it differs, or a comment. Unless noted, the call rests on the fitted dose curve; in most records, active means well fitted curve in the direction sought with a large enough effect; inconclusive means small, poorly fitted or top-dose-only effect, or another doubt; inactive means no such curve, though single readings can be large; an effect the other way counts as inactive or inconclusive.

entry	Compound	TGFb inhibitor	ATXN2 expr inh	A549 viability	ATXN viability	HepG2 viability	Nrf2 inh	IL1B secr inh	Nrf2 ARE act	MCF10A rereplic
1	O=C(NCc1ccco1)C(=O)NCC1OCCCN1S(=O)(=O)c1ccccc1 (stereo unspecified)	20.7%	6.3%	0.4%	i	-1.9%	7.1%	8.7	-0.7%	-4.8%
2	Cc1ccc(C)c(N2CCN(C(=O)Nc3cn(CC(C)C)c(=O)c4ccccc34)CC2)c1	?	-35.9%	?	i	-24.2%	?	.	0.1%	.
3	O=[N+]([O-])c1ccc(N2CCN(c3ccc(F)cc3)CC2)nc1	-3.8%	.	-0.3%	i	7.7%	?	-19.8	-0.6%	0.0%
4	COc1cccc(NC(=O)c2ccc(Cn3cc([N+](=O)[O-])cn3)o2)c1	14.3%	4.7%	0.2%	i	-15.6%	-6.3%	-2.1	0.3%	0.7%
5	CSc1ccc(OC2CCCCC2NS(=O)(=O)c2ccccc2)cc1 (stereo unspecified)	?	-24.2%	11.0%	i	-24.0%	-10.1%	14.3	0.0%	?
6	COc1ccc2nc(NC(=O)c3cccc(S(=O)(=O)N4CCOCC4)c3)sc2c1	-6.0%	-14.3%	5.5%	i	0.3%	24.9%	?	-0.7%	?
7	O=C(/C=C/c1cccs1)NNC(=O)c1ccccc1	-0.9%	19.6%	-10.5%	i	5.9%	?	0.0	6.3%	0.5%
8	CN(C)S(=O)(=O)c1ccc2nc(NC(=O)c3cccs3)sc2c1	-4.1%	41.7%[activator]	-7.8%	i	-2.6%	14.6%	-1.7	-0.2%	15.6%
9	Cc1cc(C)cc(-n2ccn(CC(=O)c3ccc(F)cc3)c(=O)c2=O)c1	-10.3%	.	2.3%	.	-6.3%	?	.	0.2%	.
10	CCn1c(CNC(=O)Cc2ccc(OC)cc2)n[nH]c1=S	1.5%	-21.6%[2.22 µM]	0.8%	?	-2.3%	5.2%	7.9	-0.1%	-26.3%
11	CN1C(=O)C(=O)/C(=C(/O)c2ccc(Br)cc2)C1c1ccc(Cl)cc1 (stereo unspecified)	-0.4%	-9.4%	-1.3%	i	3.0%	3.0%	23.3	-0.9%	-12.0%
12	Cc1c(C(=O)NCc2ccccn2)oc2c(Cl)cccc12	-20.4%	-5.2%	6.9%	i	-18.2%	-15.1%	9.9	7.7%	12.1%
13	Cc1nnc(NC(=O)c2ccc(Br)o2)s1	-2.8%	.	-2.2%	i	-1.1%	6.1%	3.1	20.8%	-1.2%
14	O=C1/C(=C/c2ccco2)SC(=S)N1C1CCS(=O)(=O)C1 (stereo unspecified)	-9.5%	.	?	?	-9.3%	-80.9%	-8.9	0.2%	26.6%
15	CCc1ccc(OCC(=O)c2c(O)c3ccccc3oc2=O)cc1	-10.9%	-3.2%	11.3%	i	-4.2%	14.2%	14.3	0.6%	?
16	Cc1ccc(NC(=O)CCC(=O)c2cccs2)cc1F	6.4%	26.5%	0.1%	i	-0.9%	10.8%	20.9	0.2%	12.9%
17	CCN(CC)C(CNC(=O)CSc1nnnn1-c1c(C)cccc1C)c1ccco1 (stereo unspecified)	1.1%	10.0%	0.0%	i	-18.4%	20.4%	-1.4	-0.5%	2.3%
18	CC(=O)N1CN(Cc2ccccn2)Cc2c1sc1c2CCCC1	?	6.2%	1.1%	i	7.8%	5.0%	-5.6	4.0%	-5.8%
19	COc1ccc(-n2ncc3c(NCc4cccnc4)ncnc32)cc1	2.2%	14.2%	-4.7%	i	-5.9%	?	-5.6	-0.6%	3.8%
20	O=[N+]([O-])c1ccccc1OCc1nc(-c2cccs2)no1	9.4%	182.5%[activator]	-10.2%	i	5.3%	?	3.8	?	5.7%
21	O=C1CN(C(=O)COC(=O)c2c(F)cccc2Cl)c2ccccc2N1	2.5%	.	-3.8%	?	-4.5%	2.8%	29.6	?	-1.3%
22	Cc1ccc(S(=O)(=O)N(CCC#N)C2CCCCC2)c2nsnc12	-9.2%	-0.7%	3.5%	i	4.3%	9.2%	0.0	-0.4%[9.22 µM]	-36.9%[inhibitor]
23	COc1cccc(NC(=O)CSc2nc(=O)n(CCN(C)C)c3c2CCCC3)c1	-18.1%	-4.7%	0.1%	i	-21.9%	1.7%	?	2.9%	-0.4%
24	CN=C1c2c(-c3ccccc3)c3cc(OC)ccc3n2CCN1C	-8.2%	-4.3%	-12.2%	i	-29.9%	-10.4%	?	3.6%	?
25	CS(=O)(=O)c1ccccc1-c1nnc(NC(=O)c2ccco2)o1	3.4%	2.2%	2.8%	i	6.1%	5.9%	-2.2	-1.0%	-0.9%

Reprinted from the part before: 2 entries, followed by the next part.
entry	Compound	TGFb inhibitor	ATXN2 expr inh	A549 viability	ATXN viability	HepG2 viability	Nrf2 inh	IL1B secr inh	Nrf2 ARE act	MCF10A rereplic
24	CN=C1c2c(-c3ccccc3)c3cc(OC)ccc3n2CCN1C	-8.2%	-4.3%	-12.2%	i	-29.9%	-10.4%	?	3.6%	?
25	CS(=O)(=O)c1ccccc1-c1nnc(NC(=O)c2ccco2)o1	3.4%	2.2%	2.8%	i	6.1%	5.9%	-2.2	-1.0%	-0.9%
26	COc1ccc(CNC(=O)CN(C(=O)c2csnn2)c2cnc3ccccc3c2)cc1	15.2%	7.1%	2.0%	i	2.5%	-10.2%	19.1	3.1%	0.6%
27	CCOc1ccccc1C=NNC(=O)C(=O)NN=Cc1ccccc1OCC	-2.0%	-10.4%	10.3%	i	-11.3%	-5.4%	25.0	0.1%	-5.6%
28	CNC(=S)N1CCN(C(=O)c2ccco2)CC1	7.7%	-10.4%	-1.8%	i	-3.0%	1.5%	8.1	0.3%	-0.4%
29	COc1ccccc1CN1[C@@H](CC(=O)O)c2ccccc2S1(=O)=O	-50.8%&-5.9%	3.7%	8.2%	i	3.6%&3.2%	-3.3%	41.0	0.3%	-2.8%
30	O=C(Cc1ccc(F)cc1)NC1CC(=O)N(c2ccccc2)C1 (stereo unspecified)	-4.5%	.	-2.4%	.	-5.8%	.	.	2.1%	.
31	CCOCCCNC(=O)C1CC(=O)N(CCc2ccc(C)cc2)C1 (stereo unspecified)	8.0%	-10.9%	3.5%	i	12.2%	?	25.3	0.3%	0.3%
32	COc1cccc2c1OCC/C2=N\NC(=O)C(C)Oc1ccc([N+](=O)[O-])cc1 (stereo unspecified)	0.0%	-6.5%	-10.2%	i	8.5%	?	32.7	0.3%	?
33	Cc1cc(NC(=O)CSc2nnc(C3COc4ccccc4O3)n2N)no1 (stereo unspecified)	-10.7%	-22.7%	-0.5%	i	-0.6%	-6.7%	-6.3	0.2%	10.6%
34	CCCCn1c(SCC(=O)Nc2ccc(OC)cc2)nc2ccc(N3CCOCC3)cc2c1=O	-8.5%	.	-19.8%	.	-22.0%	-13.2%	?	-0.9%	24.2%
35	O=C(CCC1CCCC1)NNC(=O)c1cccc(Cl)c1	-28.3%	-1.1%	6.3%	i	-1.7%	4.2%	-11.4	-0.5%	-0.6%
36	CC(=O)Nc1ccc(-c2csc(Nc3cc(C)ccn3)n2)cc1	?	-4.5%	?	?	-42.5%	?	-103.6*	6.5%	12.3%
37	CCc1nc2cccnc2n1-c1ccc(CC(=O)Nc2c(C)cccc2C)cc1	-27.6%	.	3.5%	.	0.2%	?	.	0.0%	.
38	CCOC(=O)C1(C)/C(=N/Nc2ccccc2)C(=O)C(=O)N1c1ccccc1 (stereo unspecified)	0.5%	2.5%	-1.5%	i	-29.3%	-15.0%	1.8	1.5%	-2.0%
39	CCOC(=O)c1cn2ccc(C)cc2n1	0.7%	.	2.5%	i	1.2%	6.9%	1.7	3.8%	4.6%
40	C=C(C)C1CCC(C)=C1COC(=O)Nc1ccccc1 (stereo unspecified)	?	3.9%	8.9%	?	1.3%	9.2%	-61.6*	2.7%	?
41	CC(C)Nc1cc(C(F)(F)F)nc(-c2ccccn2)n1	-21.2%	-3.2%	-4.6%	i	-8.1%	-12.6%	-15.6	-0.4%	0.1%
42	COc1ccc(CNC(=O)CC2N=C3c4ccccc4N=C(SCC(=O)Nc4ccc(C(C)C)cc4)N3C2=O)cc1 (stereo unspecified)	17.3%	.	-15.7%	.	-5.9%	.	.	0.2%	.
43	Cc1ccc(S(=O)(=O)N2CCCCC2CCNC(=O)C(=O)NCc2ccccc2C)cc1 (stereo unspecified)	?	-34.7%	-20.0%	i	-20.9%	-3.6%	-6.8	-0.1%	?
44	Cc1cc(-c2ccccc2)nc(N/N=C/c2ccc(O)cc2)n1	-27.3%	19.8%	-8.1%	i	-26.1%	-27.8%	-100.3*	8.91µM*	?
45	O=C(NNC(=S)NC(=O)c1cccnc1)c1ccccc1	-4.5%	-14.7%	-26.0%	?	-4.5%	?	42.0	0.0%	15.6%
46	Cn1cc(C(=O)N/N=C/c2ccc(Br)c([N+](=O)[O-])c2)c2ccccc21	?	-16.4%	-13.8%	i	-33.9%	-0.4%	.	5.1%	-9.9%
47	C/C(=N\NC(=O)c1nnn(-c2nonc2N)c1-c1ccc(Cl)c(Cl)c1)c1ccncc1	3.2%	-25.3%	0.1%	i	-13.8%	-8.3%	14.1	-0.4%	10.0%
48	COc1ccc(C(=O)N(C)C(C)c2ccon2)cc1OC1CCN(C(C)C)CC1 (stereo unspecified)	17.3%	1.8%	1.0%	i	-0.4%	14.4%	21.8	0.7%	2.7%
49	COc1ccc(C2/C=C\CN(CC(C)C)CC(=O)N2Cc2ccc(F)cc2)cc1 (stereo unspecified)	?	-7.6%	-3.7%&-2.9%	i	-15.4%&-7.8%	16.0%&2.4%	-3.0	2.8%	5.4%
50	CC(C)(C)C(=O)NCCc1nc(-c2ccccc2)no1	-8.9%	-10.0%	12.8%	i	-11.1%	2.6%	41.8	3.0%	21.1%

Screening data deposited in PubChem BioAssay by National Center for Advancing Translational Sciences (NCATS).
